RTF Ca sens act = cardiac RTF calcium sensitivity activators, primary screen, biochemical, IANBD-TnC fluorescence, EC20 calcium; IANBD-labeled TnC RTF fluorescence at EC20 calcium; 0% EC20 calcium, 100% full calcium; activation, % at 7.2 µM; 0.24% of 340,000 active;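 active = activation above the mean over all tested compounds plus 3 SD, cut at about 30% in these data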;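 also: rise in fluorescence read as greater calcium sensitivity of cardiac thin filaments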
CAL PDZ FP-1 = untagged CAL PDZ binding inhibitors, primary screen, biochemical, fluorescence polarization, HTS | Golgi-associated PDZ and coiled-coil motif-containing protein (Homo sapiens), Q9HD26 | purified CAL PDZ, TMR-peptide fluorescence polarization, 1 h | inhibition, % at 24.9 µM | 0.92% of 300,000 active | AID 602252, 2012;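 active = mean inhibition of at least 30% with at least half of replicates also reaching 30%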;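 also: 0% = DMSO neutral control and 100% = excess unlabeled competitor peptide PRC23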
V-ATPase pH = regulators of yeast V-ATPase proton pumping, primary screen, pHLuorin cytosolic pH fluorescence. S. cerevisiae. response, % at 10 µM. 0.37% of 350,000 active. AID 504577, 2011; in the data active = response mostly above about 7.3%, no sharp cut-off; inactive = mostly below about 5.4%; also: actives read high; inactives centre near 0; some compounds called inactive have numbers as strong as hits
Wnt bcat act = Wnt/beta-catenin pathway activators, primary screen, cell-based, plate reader, single point | 1.2% of 300,000 active | activation, % at 9.35 µM | Wnt/beta-catenin reporter cell assay, activator; in the data active = activation above about 30%, passing the limit was not always enough;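 also: 0% = neutral control wells and 100% = positive control wells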
CDK5 inh = inhibitors of human CDK5/p35 kinase, primary screen, biochemical, single concentration; 0.01% of 330,000 active; Recombinant CDK5/p35, ADP-Glo luminescence, 60 min; Cyclin-dependent kinase 5 (Homo sapiens) + Cyclin-dependent kinase 5 activator 1 (Homo …; inhibition, % at 10 µM; AID 488839, 2010;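 active = highest replicate inhibition of at least 50% and at least 75% of replicates reaching 50%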;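 also: plate controls were DMSO neutral control for no effect and GW8510 at 10 µM for full effect; many of its hits are not listed in these tables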
Rtt109 Vps75 = inhibitors of C. albicans Rtt109/Vps75 HAT, primary screen, biochemical, ThioGlo CoA-SH fluorescence, plate reader | purified Rtt109/Vps75, 4 h | 0.16% of 330,000 active | Histone acetyltransferase RTT109 (Candida albicans (strain SC5314 / ATCC MYA-2876)), … | inhibition, % at 34.9 µM;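 active = inhibition of at least 50% in every replicate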
Target sequence (Q5AAJ8 whole entry, looked up): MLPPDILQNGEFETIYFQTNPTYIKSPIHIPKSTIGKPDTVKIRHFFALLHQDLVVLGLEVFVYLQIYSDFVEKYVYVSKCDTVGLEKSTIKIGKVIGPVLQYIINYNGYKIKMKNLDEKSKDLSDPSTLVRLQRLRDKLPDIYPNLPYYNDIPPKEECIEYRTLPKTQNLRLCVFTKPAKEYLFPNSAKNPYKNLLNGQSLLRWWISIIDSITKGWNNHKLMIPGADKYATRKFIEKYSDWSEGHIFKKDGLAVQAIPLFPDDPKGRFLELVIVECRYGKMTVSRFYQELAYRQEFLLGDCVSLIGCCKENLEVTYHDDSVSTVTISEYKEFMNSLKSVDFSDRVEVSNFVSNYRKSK
Tat transport = E. coli Tat export inhibitors, primary screen, MC4100, TorA-mCherry reporter, fluorescence, single point; inhibition, % at 10 µM; 0.036% of 340,000 active; AID 488895, 2010;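 active = mean replicate inhibition at least 50% and at least half of replicates individually reaching 50%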;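 also: exported cargo escapes ClpAP degradation while cytoplasmic cargo is degraded and loses fluorescence; 0% = median of neutral control wells and 100% = median of NaSCN control wells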
dFosB activator = activators of delta FosB homodimer, primary screen, biochemical, fluorescence polarization, TAMRA-CDK5 oligo, single point | Protein FosB (Mus musculus), P13346 | activation, % at 25 µM | 0.99% of 340,000 active | purified delta FosB; percent of positive-control signal above neutral wells;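 active = mean activation above about 17%, with every replicate also reaching it, limit read from the data, passing the limit was not always enough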;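 also: fluorescence polarization rise as delta FosB binds a TAMRA Cdk5 AP-1 oligo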
Target sequence (P13346 whole entry, looked up): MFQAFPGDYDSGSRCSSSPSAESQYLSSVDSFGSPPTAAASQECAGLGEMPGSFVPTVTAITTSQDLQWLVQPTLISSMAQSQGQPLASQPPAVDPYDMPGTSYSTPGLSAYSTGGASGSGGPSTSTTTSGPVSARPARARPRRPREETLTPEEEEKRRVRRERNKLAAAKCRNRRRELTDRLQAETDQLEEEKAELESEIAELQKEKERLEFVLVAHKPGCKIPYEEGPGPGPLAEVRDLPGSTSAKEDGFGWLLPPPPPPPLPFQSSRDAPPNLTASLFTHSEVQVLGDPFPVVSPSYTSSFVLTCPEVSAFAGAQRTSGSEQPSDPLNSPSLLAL
CAL PDZ FP-2 = CAL PDZ peptide-binding inhibitors, primary screen, biochemical, fluorescence polarization, Cer-tagged CAL PDZ, HTS; AID 504414, 2011; 0.02% of 330,000 active; purified CAL PDZ, TMR-peptide fluorescence polarization, 1 h; inhibition, % at 20 µM; Golgi-associated PDZ and coiled-coil motif-containing protein (Homo sapiens), Q9HD26;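 active = highest replicate inhibition of at least 40%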;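 also: plate controls were DMSO neutral control wells for no effect and unlabeled competitor peptide control wells for full effect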
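material = purified tagged CAL PDZ domain construct (CerCALP) | buffer or medium = sodium phosphate/NaCl buffer pH 7.4 with TCEP, IgG, Thesit | reagent = TMR-labelled reporter peptide T*-PRC34 bound in PDZ groove | incubation = 1 h room-temperature incubation prior to read | measured by = fluorescence polarization (mP) | evaluation = percent inhibition from loss of millipolarization | control set = unlabelled peptide and DMSO controls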
MITF act = activators of MITF-driven TRPM1 promoter reporter, primary screen, cell-based, SK-MEL-5, luciferase, single point | 0.75% of 300,000 active | SK-MEL-5 TRPM1-promoter luciferase, 24 h; % of positive control, neutral wells = 0 | activation, % at 12.5 µM | AID 588334, 2011;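 active = mean activation of at least 80% with every replicate also reaching 80%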;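 also: 0% = neutral control wells and 100% = parthenolide positive control wells; values of inactives mirror those of a sister screen read the other way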
* = called active by the depositor.

Results for O=C1CC(N2CCSCC2)C(=O)N1c1ccc(Br)cc1 (stereo not given) ?
RTF Ca sens act: -1; CAL PDZ FP-1: -2; V-ATPase pH: 1; Wnt bcat act: 9; CDK5 inh: -0.3; Rtt109 Vps75: -5; Tat transport: 2; dFosB activator: 2; CAL PDZ FP-2: -0.5; MITF act: -1

How did CC[C@H](C)[C@H](NC(=O)c1ccc(Cl)cc1)C(=O)OCC(=O)c1ccc2c(c1)NC(=O)CO2 do in these assays?
RTF Ca sens act: 4; CAL PDZ FP-1: -3; V-ATPase pH: 2; Wnt bcat act: -27; CDK5 inh: 2.0; Rtt109 Vps75: 1; Tat transport: -2; dFosB activator: 2; MITF act: -23

Results for COC(=O)c1cc(COC(=O)c2nc3nc(C)cc(C)n3n2)oc1C ?
RTF Ca sens act: -3; V-ATPase pH: -3; Wnt bcat act: -1; CDK5 inh: -0.6; Rtt109 Vps75: 1; Tat transport: -8; dFosB activator: 0; CAL PDZ FP-2: 0.3; MITF act: -10

Results for N=C1c2ccccc2CN1NC(=O)COc1ccc(Cl)cc1 ?
RTF Ca sens act: 5; CAL PDZ FP-1: -3; V-ATPase pH: 11*; Wnt bcat act: -1; CDK5 inh: 6.0; Rtt109 Vps75: -9; Tat transport: 3; dFosB activator: -5; CAL PDZ FP-2: -2.0; MITF act: 1

How did COc1ccc(N(CC(=O)NC2CCCC2)C(=O)Cn2nnc(-c3ccc(C)o3)n2)cc1 do in these assays?
RTF Ca sens act: -2; CAL PDZ FP-1: 3; V-ATPase pH: -2; Wnt bcat act: -2; CDK5 inh: -2.0; Rtt109 Vps75: -1; Tat transport: 5; dFosB activator: -8; CAL PDZ FP-2: -2.5; MITF act: -9

What do the screens show for `O=C(COc1ccc(Cl)cc1Br)N1CCN(c2ccccc2)CC1`?
RTF Ca sens act: 2; CAL PDZ FP-1: -6; V-ATPase pH: 0; CDK5 inh: 0.7; Rtt109 Vps75: 8; Tat transport: 1; dFosB activator: 7; MITF act: 12

How did COCCn1c(=O)[nH]c(=O)c2c1nc(-c1cc(Br)c3c(c1)OCO3)n2Cc1ccccc1 do in these assays?
RTF Ca sens act: 1; CAL PDZ FP-1: -4; V-ATPase pH: 5; Wnt bcat act: 1; CDK5 inh: 1.0; Rtt109 Vps75: 12; Tat transport: -5; dFosB activator: -9; CAL PDZ FP-2: -1.7; MITF act: -1

Results for COc1cccc(C(=O)NCC2(c3ccccc3)CCCC2)c1OC ?
RTF Ca sens act: 5; V-ATPase pH: -1; Wnt bcat act: -2; CDK5 inh: 0.8; Rtt109 Vps75: 1; Tat transport: 0; dFosB activator: -1; CAL PDZ FP-2: -0.1; MITF act: -8

What do the screens show for `CCOc1ccc(C(=O)NCC(=O)OCC(=O)N2C(C)CCCC2C)cc1` (stereo not given)?
RTF Ca sens act: 3; CAL PDZ FP-1: 1; V-ATPase pH: -4; CDK5 inh: 0.9; Rtt109 Vps75: 7; Tat transport: 2; dFosB activator: -4; CAL PDZ FP-2: 0.6; MITF act: -6

What do the screens show for `COc1ccc(C=Nc2ccc3[nH]ncc3c2)c(O)c1`?
RTF Ca sens act: 3; CAL PDZ FP-1: 3; V-ATPase pH: -1; Wnt bcat act: -4; CDK5 inh: 1.0; Rtt109 Vps75: 19; Tat transport: -5; dFosB activator: 3; CAL PDZ FP-2: -2.3; MITF act: -2

How did Cc1ccc(NS(=O)(=O)c2ccc(-c3cnc(C4CC4)o3)cc2)cc1 do in these assays?
RTF Ca sens act: 0; CAL PDZ FP-1: -5; V-ATPase pH: -5; Wnt bcat act: -4; CDK5 inh: 0.6; Rtt109 Vps75: 24; Tat transport: 6; dFosB activator: -5; CAL PDZ FP-2: -2.0; MITF act: 7

What do the screens show for `CCCCN(C(=O)COC(=O)CSc1cc(C)c2ccccc2n1)c1c(N)n(CCC)c(=O)[nH]c1=O`?
RTF Ca sens act: -2; CAL PDZ FP-1: -7; V-ATPase pH: -2; Wnt bcat act: 0; CDK5 inh: -0.3; Rtt109 Vps75: 4; Tat transport: 4; dFosB activator: -2; CAL PDZ FP-2: -2.5; MITF act: 5

What do the screens show for `CCOc1ccccc1NC(=O)c1cccc(NC(=O)c2ccco2)c1`?
RTF Ca sens act: -1; CAL PDZ FP-1: -8; V-ATPase pH: 4; Wnt bcat act: -2; CDK5 inh: 0.8; Rtt109 Vps75: 10; Tat transport: 0; dFosB activator: 0; CAL PDZ FP-2: -2.3; MITF act: -5

What do the screens show for `Cc1ccc2nc3c(cc(C(=O)NCCc4ccccc4)c(=N)n3CCN3CCOCC3)c(=O)n2c1`?
RTF Ca sens act: -8; CAL PDZ FP-1: -2; V-ATPase pH: 3; CDK5 inh: 1.7; Rtt109 Vps75: -75; Tat transport: 10; dFosB activator: -3; CAL PDZ FP-2: -2.4; MITF act: -11

What do the screens show for `CCc1cccc(C)c1NC(=O)COC(=O)C(NS(=O)(=O)c1ccc(Cl)cc1)C(C)O` (stereo not given)?
RTF Ca sens act: 3; CAL PDZ FP-1: -3; V-ATPase pH: 4; Wnt bcat act: -1; CDK5 inh: -0.2; Rtt109 Vps75: -8; Tat transport: -5; dFosB activator: -3; CAL PDZ FP-2: 0.0; MITF act: -2

Results for CCn1ccnc1CN1CCc2c([nH]c3ccccc23)C1C1CCCCC1 (stereo not given) ?
RTF Ca sens act: -4; CAL PDZ FP-1: 2; V-ATPase pH: 2; Wnt bcat act: -2; CDK5 inh: -3.0; Rtt109 Vps75: 2; Tat transport: 0; dFosB activator: -11; MITF act: -6

What do the screens show for `N=c1sccn1CC(=O)Nc1cccc(Oc2ccccc2)c1`?
RTF Ca sens act: 3; CAL PDZ FP-1: 38*; V-ATPase pH: -2; Wnt bcat act: -8; CDK5 inh: 0.5; Rtt109 Vps75: -1; Tat transport: -6; dFosB activator: -16; MITF act: 10

What do the screens show for `CC(CCc1ccc(O)cc1)NCc1ccc(Br)cc1` (stereo not given)?
RTF Ca sens act: 2; CAL PDZ FP-1: 0; V-ATPase pH: 3; Wnt bcat act: -3; CDK5 inh: 1.3; Rtt109 Vps75: 1; Tat transport: -6; dFosB activator: -12; CAL PDZ FP-2: -1.0

How did O=C(NCC1CCCO1)C(=O)N/N=C\c1ccc2c(c1)OCO2 (stereo not given) do in these assays?
RTF Ca sens act: -1; CAL PDZ FP-1: 4; V-ATPase pH: 5; Wnt bcat act: 0; CDK5 inh: -0.3; Rtt109 Vps75: -11; Tat transport: -1; dFosB activator: -3; CAL PDZ FP-2: 0.2; MITF act: 13

What do the screens show for `CCc1ccc(NC(=O)CSc2nccn(-c3ccc4c(c3)OCCO4)c2=O)cc1`?
RTF Ca sens act: -1; CAL PDZ FP-1: 0; V-ATPase pH: 3; Wnt bcat act: 0; CDK5 inh: -1.9; Rtt109 Vps75: -2; Tat transport: 4; dFosB activator: 8; CAL PDZ FP-2: -0.2; MITF act: -2

Five compounds out of the list, ordered by count of non-hydrogen atoms, ascending:
What do the screens show for `N=c1sccn1CC(=O)Nc1cccc(Oc2ccccc2)c1`?
RTF Ca sens act: 3; CAL PDZ FP-1: 38*; V-ATPase pH: -2; Wnt bcat act: -8; CDK5 inh: 0.5; Rtt109 Vps75: -1; Tat transport: -6; dFosB activator: -16; MITF act: 10

How did Cc1ccc(NS(=O)(=O)c2ccc(-c3cnc(C4CC4)o3)cc2)cc1 do in these assays?
RTF Ca sens act: 0; CAL PDZ FP-1: -5; V-ATPase pH: -5; Wnt bcat act: -4; CDK5 inh: 0.6; Rtt109 Vps75: 24; Tat transport: 6; dFosB activator: -5; CAL PDZ FP-2: -2.0; MITF act: 7

What do the screens show for `CCc1ccc(NC(=O)CSc2nccn(-c3ccc4c(c3)OCCO4)c2=O)cc1`?
RTF Ca sens act: -1; CAL PDZ FP-1: 0; V-ATPase pH: 3; Wnt bcat act: 0; CDK5 inh: -1.9; Rtt109 Vps75: -2; Tat transport: 4; dFosB activator: 8; CAL PDZ FP-2: -0.2; MITF act: -2

What do the screens show for `CCc1cccc(C)c1NC(=O)COC(=O)C(NS(=O)(=O)c1ccc(Cl)cc1)C(C)O` (stereo not given)?
RTF Ca sens act: 3; CAL PDZ FP-1: -3; V-ATPase pH: 4; Wnt bcat act: -1; CDK5 inh: -0.2; Rtt109 Vps75: -8; Tat transport: -5; dFosB activator: -3; CAL PDZ FP-2: 0.0; MITF act: -2

What do the screens show for `CCCCN(C(=O)COC(=O)CSc1cc(C)c2ccccc2n1)c1c(N)n(CCC)c(=O)[nH]c1=O`?
RTF Ca sens act: -2; CAL PDZ FP-1: -7; V-ATPase pH: -2; Wnt bcat act: 0; CDK5 inh: -0.3; Rtt109 Vps75: 4; Tat transport: 4; dFosB activator: -2; CAL PDZ FP-2: -2.5; MITF act: 5

More records:
How did Cc1ccc(CS(=O)(=O)CCC(=O)NCCC(C)C)cc1 do in these assays?
RTF Ca sens act: -2; CAL PDZ FP-1: -3; V-ATPase pH: 3; CDK5 inh: -2.2; Rtt109 Vps75: -1; Tat transport: 6; dFosB activator: -8; CAL PDZ FP-2: 0.1; MITF act: -1

How did CSc1ccc(/C=N\NC(=O)COc2ccc(Cl)cc2Br)cc1 do in these assays?
RTF Ca sens act: -1; V-ATPase pH: 2; CDK5 inh: 0.8; Rtt109 Vps75: 12; Tat transport: 1; dFosB activator: -3; CAL PDZ FP-2: -2.1; MITF act: 8

Results for CN(CCc1nc2ccccc2[nH]1)Cc1nc(CC2CC2)no1 ?
RTF Ca sens act: -6; CAL PDZ FP-1: 4; V-ATPase pH: -1; Wnt bcat act: -9; CDK5 inh: 0.1; Rtt109 Vps75: -3; Tat transport: 3; dFosB activator: -7; CAL PDZ FP-2: -0.6; MITF act: -2

How did CC(C)Cc1cc(C(=O)N2CCCC(CO)(Cc3ccc(F)cc3)C2)no1 (stereo not given) do in these assays?
RTF Ca sens act: -6; CAL PDZ FP-1: -1; V-ATPase pH: 2; Wnt bcat act: 3; Rtt109 Vps75: 12; Tat transport: 6; dFosB activator: -6; CAL PDZ FP-2: -2.9; MITF act: 3

Results for O=c1cc(-c2ccccc2)n(S(=O)(=O)c2ccccc2)o1 ?
RTF Ca sens act: -14; CAL PDZ FP-1: -1; V-ATPase pH: 0; Wnt bcat act: 9; CDK5 inh: -1.3; Rtt109 Vps75: 24; Tat transport: -5; dFosB activator: -5; CAL PDZ FP-2: -0.9; MITF act: 6

High-throughput results from PubChem.
